Pol eta inh = DNA polymerase eta (human) inhibition | recombinant Pol eta, fluorescent DNA replication assay | hit rate 1.2% among 390,000 | Potency, µM (titrated, usually from 114 µM), without a hit: at the highest dose activity change, negative = inhibition, actives largely listed as inhibitors; note: % is set by controls: 0 for no effect and ±100 for the full control effect
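Fluorescent replication assay: 50 nM final substrate added after a 15 min room-temperature compound preincubation with 10 nM enzyme. Signal taken at 0 min and again at 10 min.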
POLB inh = inhibitors of human DNA polymerase beta; P06746; Pol beta primer extension/strand displacement, fluorescence kinetic; Potency, µM (top dose mostly 114 µM), inactives show at the top dose activity change, negative = inhibition, hits mostly inhibitors; hit rate 1.3% among 340,000; note: % is set by controls: 0 for no effect and ±100 for the full control effect
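Kinetic readout of DNA synthesis with strand displacement by Pol beta. Compound and 10 nM enzyme sit 15 min at room temperature; 50 nM substrate starts the reaction, read immediately and at 10 min.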
BAZ2B inh = inhibitors of human BAZ2B bromodomain | Q9UIF8 | AlphaScreen BAZ2B-H3K14Ac peptide displacement | Potency, µM (titrated, usually from 114 µM), inactives show at the top dose activity change, negative = inhibition, actives largely listed as inhibitors | hit rate 4.4% among 360,000; note: % is set by controls: 0 for no effect and ±100 for the full control effect; nearly all actives have a fitted effect of over 60% in size
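BAZ2B (50 nM) with biotin-H3(5-23)K14Ac peptide (50 nM) in PBS pH 7.4, 0.01% Tween-20, preformed 30 min, then compound 30 min at room temperature; top concentration 110uM. AlphaScreen streptavidin donor/nickel chelate acceptor beads (10 ug/mL final), 20 min dark, signal read.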
Pol kappa inh = DNA polymerase kappa (human) inhibition. Q9UBT6. purified Pol kappa, fluorescent DNA synthesis assay, 10 min. Potency, µM (titrated, usually from 107 µM), without a hit: at the top dose activity, negative = inhibition, actives largely listed as inhibitors. hit rate 0.53% among 400,000. AID 588579; note: % is set by controls: 0 for no effect and ±100 for the full control effect
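Activity was followed as the change in fluorescence between reads at 0 and 10 min after starting the reaction with 50 nM substrate. Beforehand, 10 nM polymerase had been preincubated with compound for 15 min at room temperature.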
G9a block = blocks human histone lysine methyltransferase G9a; Q96KQ7; G9a H3K9 monomethylation, AlphaScreen, 2 h; Potency, µM (series often up to 102 µM), for the others: at the highest dose activity, negative = inhibition, actives largely listed as inhibitors; hit rate 8.8% among 350,000; AID 504332; note: % is set by controls: 0 for no effect and ±100 for the full control effect; nearly all actives have a fitted effect of over 75% in size
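Signal arises when biotinylated H3K9 peptide, once monomethylated, bridges streptavidin donor and antibody-captured acceptor beads. Enzyme at 20 nM was preincubated 15 min with test compounds; peptide 500 nM and SAM 20 uM then reacted for 2 h.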
APE1 inh = blocks human APE1 abasic DNA cleavage. P27695. recombinant APE1, TAMRA/BHQ-2 abasic DNA cleavage fluorescence. Potency, µM (highest dose often 65.8 µM), without a hit: top-dose activity change, negative = inhibition, usual class: inhibitors. hit rate 0.35% among 350,000. AID 2517;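 note: plate controls were vehicle for no effect and reference inhibitor for full effect; nearly all actives have a fitted effect of over 55% in size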
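Activity was derived from the fluorescence gain between first and third kinetic reads (60 s intervals, ex 525/em 598 nm) after 50 nM THF-abasic TAMRA/BHQ-2 duplex was added to 0.75 nM APE1 preincubated 15 min with compound.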
BLM helicase inh = blocks DNA unwinding by human BLM helicase | AID 2528 | recombinant BLM DNA unwinding, fluorescence dequenching | P54132 | Potency, µM (titrated, usually from 56.1 µM), inactives show at the highest dose activity change, negative = inhibition, hits mostly inhibitors | hit rate 0.2% among 350,000;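 note: plate controls were vehicle for no effect and no enzyme for full effect; nearly all actives have a fitted effect of over 35% in size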
POLI inh = DNA polymerase iota (human) inhibition; Potency, µM (highest dose often 115 µM), without a hit: top-dose activity, negative = inhibition, hits mostly inhibitors; AID 588590; hit rate 1% among 390,000; Q9UNA4; Pol iota fluorescent replication assay, 10 min
Target sequence (Q9UNA4 whole entry, looked up): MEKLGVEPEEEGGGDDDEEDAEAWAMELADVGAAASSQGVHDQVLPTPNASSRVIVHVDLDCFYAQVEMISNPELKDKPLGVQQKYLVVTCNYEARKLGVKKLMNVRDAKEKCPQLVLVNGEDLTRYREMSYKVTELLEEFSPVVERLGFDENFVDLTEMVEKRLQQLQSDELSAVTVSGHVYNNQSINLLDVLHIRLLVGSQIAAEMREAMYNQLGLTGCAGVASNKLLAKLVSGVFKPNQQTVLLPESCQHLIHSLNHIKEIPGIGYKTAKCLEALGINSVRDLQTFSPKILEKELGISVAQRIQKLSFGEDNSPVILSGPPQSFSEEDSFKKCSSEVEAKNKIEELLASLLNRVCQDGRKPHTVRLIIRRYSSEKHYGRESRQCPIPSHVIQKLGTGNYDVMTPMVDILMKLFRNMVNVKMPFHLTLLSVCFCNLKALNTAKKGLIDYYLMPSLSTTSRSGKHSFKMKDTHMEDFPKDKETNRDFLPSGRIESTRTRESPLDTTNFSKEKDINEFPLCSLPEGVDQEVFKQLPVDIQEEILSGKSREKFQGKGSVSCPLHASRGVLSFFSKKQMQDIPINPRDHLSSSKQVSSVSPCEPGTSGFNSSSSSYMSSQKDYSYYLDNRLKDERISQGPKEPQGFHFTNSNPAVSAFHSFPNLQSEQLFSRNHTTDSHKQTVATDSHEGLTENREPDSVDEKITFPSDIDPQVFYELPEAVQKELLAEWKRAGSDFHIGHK
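Pol iota at 10 nM preincubated 15 min with compounds at room temperature; reaction started with fluorescent substrate, 50 nM final. Fluorescence read kinetically at 0 and 10 min; buffer-only wells as negative control.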
Anesthetic bind = candidate novel general anesthetic via apoferritin binding; P02791; apoferritin/1-aminoanthracene competitive binding, fluorescence; Potency, µM (highest dose often 77.5 µM), for the others: at the highest dose activity change, negative = displacement, hits mostly inhibitors; hit rate 0.074% among 350,000; AID 485281; note: % is set by controls: 0 for no effect and ±100 for the full control effect; nearly all actives have a fitted effect of over 20% in size
Target sequence (P02791 2-175 limits assumed): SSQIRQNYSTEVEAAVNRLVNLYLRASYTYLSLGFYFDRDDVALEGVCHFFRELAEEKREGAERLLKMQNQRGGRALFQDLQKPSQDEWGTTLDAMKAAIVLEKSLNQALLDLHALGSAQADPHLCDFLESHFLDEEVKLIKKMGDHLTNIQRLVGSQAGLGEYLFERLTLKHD
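10 uM apoferritin + 50% sat. 1-AMA, PBS; cpd 10 min RT; Ex380/Em535 endpoint; normalized to free probe vs complex; 4-param Hill fit; propofol titration as pos. ctrl.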
An asterisk follows results filed as active; u = inconclusive; x = no result given; & = joins results of further samples; [ ] = dose if it differs, or a comment. Calls come from the whole dose curve; as a rule, active = well fitted curve in the direction sought with a large enough effect; inconclusive = small, poorly fitted or top-dose-only effect, or another doubt; inactive = no such curve, though single readings can be large; an effect the other way counts as inactive or inconclusive. Potency is the fitted concentration of half-maximal effect. The list is partial; the hit share may differ from the screen's.

SMILES | Pol eta inh | POLB inh | BAZ2B inh | Pol kappa inh | G9a block | APE1 inh | BLM helicase inh | POLI inh | Anesthetic bind
O=Cc1ccc(B(O)O)cc1 | x | x | x | 7% | x | -2% | 0% | 10% | -1%
COCCNC(=O)CSc1nnc(NC(=O)C2CC(=O)N(c3ccccc3OC)C2)s1 (stereo unspecified) | -1% | u | -5% | -9% | -4%[12.7 µM] | -18% | -3% | u | -3%
COc1ccc(C(=O)NCC(=O)OCc2csc(-c3ccccc3)n2)cc1 | -18% | -1% | 1% | -13% | -8%[59 µM] | -8% | 0% | 28% | 1%
COc1ccc(OCCSc2nnc(-c3ccccc3)n2N)cc1 | -9% | u | x | 3% | 2%[59 µM] | -2% | 0% | -15% | -14%
CC(C)(C)c1ccc(/C=C2\SC(=O)N=C2N)cc1 | -20% | 1% | x | 4% | 3% | -1% | 0% | -2% | -14%
CCOc1ccc(N(CC(=O)NCCSCc2ccccc2)S(=O)(=O)c2ccccc2)cc1 | -26% | 13% | -12% | -4% | 16% | 16% | -9% | 36%[activator] | 106%[activator]
CC1CCc2sc(C(=O)OCC(=O)NCc3ccc(F)cc3)cc2C1 (stereo unspecified) | -5% | -2%[57.1 µM] | -4% | -25% | 6% | 4% | 5% | 2% | 5%
COc1ccc(-c2sc3cc4c(cc3c2C#CC2(O)CCCCC2)OCO4)cc1 | -7% | x | u | -3% | 4%[0.501 µM] | 8% | x | -3% | x
CCOC(=S)NC(=O)c1sc2ccccc2c1Cl | 1% | 2% | -28%[57.1 µM] | -6% | 28%[0.501 µM] | -3% | -2% | -1% | u
Cc1ccc(-c2n[nH]c(=S)n2/N=C/c2ccncc2)cc1 | 5% | 24% | -12% | -6% | 1.6µM* | 4% | -7% | 71%[activator] | -3%
O=C(CCC(=O)N1CCCCCC1)Nc1ccc([N+](=O)[O-])cc1 | -14% | -2% | -3% | -14% | x | 11% | 0% | 23% | 0%
C=CCSC[C@@H]1Nc2cc(Cl)c(S(N)(=O)=O)cc2S(=O)(=O)N1 | x | x | x | -6%[12 µM] | 9%[21.5 µM] | -1%[21 µM] | 0%[21.4 µM] | x | 5%[29.3 µM]
Cc1cc(C)cc(NS(=O)(=O)c2cnc(Cl)c(Cl)c2)c1 | -4% | 17% | 0% | -12% | 3%[2.33 µM] | 15% | -12% | 7% | u
O=C(NCc1ccccn1)Nc1ccc(Cl)cc1Cl | 0% | 30% | -1% | -3% | x | -1% | 0% | -11% | -3%
Cc1c(Cl)cccc1NC(=O)C(=O)NNC(=O)c1ccccc1F | -16% | 15% | -12% | 1% | 9% | 0% | 0% | 66%[activator] | -11%
Cc1ccc2oc(=O)c(/C=C(\O)CC(C)C)nc2c1 | -12% | -2% | -35% | -12% | 50µM* | -1% | -2% | 12% | -12%
O=C(N/N=C/c1cc(Cl)cc(Cl)c1O)c1ccncc1 | -19% | 14% | 10µM* | 2% | -4% | 4% | -1% | 67%[activator] | -6%
Cc1[nH]c(=S)c(C#N)c(C)c1Cc1ccc(Cl)cc1Cl | -15% | 15% | 0% | 8% | -3% | 1% | -4% | 1% | 4%
CCOc1cccc(C(=O)Nc2cnn(Cc3ccccc3)c2)c1 | -3% | -10% | -29% | -6% | 17% | 3% | -2% | 3% | -22%
CC(=O)C1=C(C)NC(SCc2ccc(C#N)cc2)=C(C#N)C1c1ccco1 (stereo unspecified) | u | 3% | -33% | -8% | u | -4% | -3% | 31%[activator] | -9%

Complete entries, looked up by structure. Values in the order: Pol eta inh | POLB inh | BAZ2B inh | Pol kappa inh | G9a block | APE1 inh | BLM helicase inh | POLI inh | Anesthetic bind
`Cc1ccc2oc(=O)c(/C=C(\O)CC(C)C)nc2c1` in the list: -12% | -2% | -35% | -12% | 50µM* | -1% | -2% | 12% | -12%
`CCOc1cccc(C(=O)Nc2cnn(Cc3ccccc3)c2)c1` in the list: -3% | -10% | -29% | -6% | 17% | 3% | -2% | 3% | -22%
`O=C(NCc1ccccn1)Nc1ccc(Cl)cc1Cl` in the list: 0% | 30% | -1% | -3% | x | -1% | 0% | -11% | -3%

Quoted from the results shown, 4 compounds:
SMILES | Pol eta inh | POLB inh | BAZ2B inh | Pol kappa inh | G9a block | APE1 inh | BLM helicase inh | POLI inh | Anesthetic bind
O=C(N/N=C/c1cc(Cl)cc(Cl)c1O)c1ccncc1 | -19% | 14% | 10µM* | 2% | -4% | 4% | -1% | 67%[activator] | -6%
Cc1[nH]c(=S)c(C#N)c(C)c1Cc1ccc(Cl)cc1Cl | -15% | 15% | 0% | 8% | -3% | 1% | -4% | 1% | 4%
CCOc1cccc(C(=O)Nc2cnn(Cc3ccccc3)c2)c1 | -3% | -10% | -29% | -6% | 17% | 3% | -2% | 3% | -22%
CC(=O)C1=C(C)NC(SCc2ccc(C#N)cc2)=C(C#N)C1c1ccco1 (stereo unspecified) | u | 3% | -33% | -8% | u | -4% | -3% | 31%[activator] | -9%

The list continues:
SMILES | Pol eta inh | POLB inh | BAZ2B inh | Pol kappa inh | G9a block | APE1 inh | BLM helicase inh | POLI inh | Anesthetic bind
Cc1ccc(-c2noc(C3CCCN(C(=O)c4ccccc4Br)C3)n2)o1 (stereo unspecified) | -14% | 27% | -18% | -12% | 25µM* | 14% | -5% | 23% | -6%
Nc1ccc(C(=O)Nc2ccc(OC(F)(F)C(F)F)c(NC(=O)c3ccc(N)cc3)c2)cc1 | u | 5%[57.1 µM] | 1% | -15% | u | u | -4% | -7% | -18%
COC(C(=O)Nc1ccnn1C1CCN(Cc2cccc(C)n2)CC1)c1ccccc1 (stereo unspecified) | -6% | 41% | -3% | 8% | 9% | u | 1% | 12% | -5%
Cc1ccc(C(=O)NC(Cc2c[nH]c3ccccc23)C(=O)O)cc1 (stereo unspecified) | 8% | 32% | u | -3% | -46%[59 µM] | -3% | -5% | 10% | -8%
O=C(CN1C(=O)COc2ccc(S(=O)(=O)N3CCOCC3)cc21)NCc1ccc(F)cc1 | -30% | u | -3% | -6% | -2%[59 µM] | x | 3% | 28% | -6%
O=C(CN(Cc1ccco1)C(=O)c1ccccc1F)Nc1ccccc1C(F)(F)F | -6% | x | -5% | -14% | 18%[59 µM] | -6% | x | -9% | x
OC1C(O)C(O)C(O)C(O)C1O (stereo unspecified) | -6%&-9%&-16% | x | 6%&0%&-7% | -5% | 3%&3%&-4%&19%[59 µM] | 8%&20%&33%&-6% | 5% | -1%&24% | 6%
CC(C)C(c1nnnn1C(C)(C)C)N1CCN(Cc2cccnc2)CC1 (stereo unspecified) | -8% | u | 56µM* | -3% | u | 1% | 3% | u | -2%
CC(=O)c1ccc(NC(=S)NC(NC(=O)c2ccco2)C(Cl)(Cl)Cl)cc1 (stereo unspecified) | -20% | -14% | -33% | -7% | u | 0% | -4% | 5% | -18%
CCc1ccc(CNC(=O)c2ccc(-c3nc(CSc4ccc(C)cc4)c(C)o3)cc2)cc1 | -6% | 18% | -1% | 4% | 22%[59 µM] | x | -4% | -2% | -10%
COc1ccc(NC2C=CS(=O)(=O)C2)c(OC)c1 (stereo unspecified) | 1% | 2% | 10% | -12%[60.1 µM] | 6%[2.33 µM] | 16% | -9% | -12% | -18%
Cc1cc([N+](=O)[O-])ccc1NC(=O)CCC(=O)N1CCCCC1 | -7% | 35% | -2% | 12% | -10% | 20% | -7% | 11% | -6%
C=C(C)CSc1nc2sc3c(c2c(=O)n1-c1ccccc1)CCN(C)C3 | -14% | 5% | -24% | -5% | -36% | 5% | -2% | u | -22%
CN1CCCN(C(=O)CNC(=O)c2ccccc2F)CC1 | -16% | x | x | -1% | x | 20% | x | -4% | x
Cc1ccc(S(=O)(=O)N2CC(O)CC2C(=O)NCc2ccc3c(c2)OCO3)cc1 (stereo unspecified) | -8% | 15% | 3% | -2% | 8% | -5% | 0% | 133%[activator] | -7%
Cc1cccc(C(=O)O/N=C/c2ccc(Br)cc2)c1 | -18% | 1% | 41%[activator] | -3% | 123%[activator][59 µM] | -2% | -7% | 119%[activator] | u
CCOC(=O)c1cc(-c2ccc(F)cc2)n(CCC(=O)Nc2cc(OC)cc(OC)c2)c1C | -11% | 12% | -14% | -11%[60.1 µM] | u | x | -5% | -24% | 19%
CCN(c1ccc(Cl)cc1)S(=O)(=O)c1nnc(NC(=O)C(C)C)s1 | 3%&7% | 11%&-1% | -2%&50% | -13%&1% | 15% | 66%[activator] | -3%&-2% | 9%&5% | 1%&65%
C[C@H](NC(=O)c1ccco1)C(=O)NC1CCCCCC1 | -22% | x | 3% | 4% | -1%[2.33 µM] | 6% | x | 54%[activator] | x
CC(C)(C)C1CCC(=NNC(=O)c2cc3c(s2)CCCC3)CC1 (stereo unspecified) | -8% | 31% | -3% | -2% | 11% | 10% | 2% | -1% | -15%
CSc1ccc(C(=O)C2CCCN(S(=O)(=O)N(C)C)C2)cc1 (stereo unspecified) | -4% | -20% | -12% | 1% | 3% | -2% | 0% | 148%[activator] | -24%
CNC(=O)C1CC(=O)N(c2ccc(OCC(=O)Nc3ccc(OC)cc3)cc2)C1 (stereo unspecified) | -3% | x | 3% | 9% | 33%[activator][12.7 µM] | 21% | x | -2% | x
CCOC(=O)C1=C(CS(=O)(=O)c2ccc(F)cc2)NC(=O)NC1c1cc(OC)c(O)c(OC)c1 (stereo unspecified) | 1% | 12% | 1% | 4% | 7% | 3% | 2% | 11% | -12%
COc1ccc(Br)cc1C(=O)Nc1nc2ccc(F)cc2s1 | x | 0% | -10% | 5% | 0%[59 µM] | x | -5% | 4% | -8%

Bioassay records from PubChem BioAssay.
